OX1R antag-1: OX1R (human) antagonism | OX1R-expressing cells, FRET antagonist read-out | inhibition, % at 6.6 µM | O43613 | 330,000 tested, 1.8% active | AID 485270; in the data active means inhibition mostly above about 38%, no sharp cut-off; inactive means mostly below about 40%;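 further: 0% = agonist challenge alone and 100% = reference antagonist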
Target sequence (O43613 whole entry, looked up): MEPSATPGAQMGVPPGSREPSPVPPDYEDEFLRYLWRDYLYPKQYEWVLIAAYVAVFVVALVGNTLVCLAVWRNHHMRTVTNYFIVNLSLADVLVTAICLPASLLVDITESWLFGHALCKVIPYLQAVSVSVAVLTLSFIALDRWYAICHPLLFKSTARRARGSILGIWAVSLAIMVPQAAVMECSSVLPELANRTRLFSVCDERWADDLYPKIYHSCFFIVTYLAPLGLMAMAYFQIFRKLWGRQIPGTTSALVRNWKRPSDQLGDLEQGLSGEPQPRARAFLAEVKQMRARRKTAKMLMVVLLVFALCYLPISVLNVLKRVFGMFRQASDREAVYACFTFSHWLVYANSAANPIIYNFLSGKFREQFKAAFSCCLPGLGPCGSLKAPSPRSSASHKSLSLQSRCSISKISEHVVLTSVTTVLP
STK33 kinase inh: inhibitors of human STK33 kinase; Q9BYT3; purified STK33, MBP phosphorylation, ADP-Glo luminescence; inhibition, % at 10 µM; 320,000 tested, 0.073% active;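 active means inhibition at or above 25%, using the most active replicate where run in duplicate; inactive means inhibition below 25%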
Target sequence (Q9BYT3 whole entry, looked up): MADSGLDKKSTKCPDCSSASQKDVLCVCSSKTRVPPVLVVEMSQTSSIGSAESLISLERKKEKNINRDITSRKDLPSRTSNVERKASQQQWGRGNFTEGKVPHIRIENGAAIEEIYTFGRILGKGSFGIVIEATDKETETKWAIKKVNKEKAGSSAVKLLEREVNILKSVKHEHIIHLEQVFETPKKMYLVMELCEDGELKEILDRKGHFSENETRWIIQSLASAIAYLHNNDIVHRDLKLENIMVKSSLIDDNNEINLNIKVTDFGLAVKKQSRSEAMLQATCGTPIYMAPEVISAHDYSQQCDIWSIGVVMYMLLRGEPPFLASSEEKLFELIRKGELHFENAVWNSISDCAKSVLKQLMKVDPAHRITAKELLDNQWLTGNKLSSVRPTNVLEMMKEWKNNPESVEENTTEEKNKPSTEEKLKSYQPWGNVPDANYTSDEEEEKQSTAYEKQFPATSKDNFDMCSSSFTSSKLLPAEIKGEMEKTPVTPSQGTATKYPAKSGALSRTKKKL
OX1R antag-2: blocks the human orexin 1 receptor; CHO/OX1R cells, Fluo-8 calcium fluorescence, orexin A; 330,000 tested, 0.43% active; O43613; AID 434989; inhibition, % at 5 µM;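 active means inhibition above its plate's threshold, mean inhibition of all tested compounds on the plate plus 3 SD, cut at about 37% in these data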;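 further: 0% = orexin A challenge wells and 100% = SB-334867-A antagonist wells; not every result past the cut was called active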
* = called active by the depositor; x = not tested or not shown.

SMILES	OX1R antag-1	STK33 kinase inh	OX1R antag-2
COc1cccc(NC(=O)C2CCC(CNS(=O)(=O)c3cccs3)CC2)c1 (stereo not drawn)	8	-0.7	-27
Fc1cccc2sc(N3CCOCC3)nc12	12	1.3	-14
Cc1ccc(NC(=O)CN2CCCCCC2)cc1Br	13	-0.7	-23
CC(C)OCC1Cn2c(nc3c2c(=O)n(C)c(=O)n3C)O1 (stereo not drawn)	9	-0.2	-10
C#CCOc1c(Cl)cc(/C=N/O)cc1OC	21	-0.4	0
CCCCn1c(SCC(=O)Nc2ccc(NC(C)=O)cc2)nc2ccccc2c1=O	15	-0.6	-13
COCCNC(=O)c1ccccc1NC(=O)c1ccc(OC)c(OC)c1	10	1.6	-12
O=C(OCC(=O)N(CCc1ccccc1)Cc1ccccc1)c1cc(S(=O)(=O)N2CCOCC2)ccc1F	27	-0.1	-21
O=C(NC(=S)Nc1cc(C(F)(F)F)ccc1N1CCOCC1)c1ccc(-c2cccc(Cl)c2)o1	4	-0.3	2
COc1c(F)c(F)c(C(=O)Nc2c(C)cc(Br)cc2C)c(F)c1F	13	-1.2	-7
CS(=O)(=O)N1N=C(c2ccco2)CC1c1ccco1 (stereo not drawn)	-2	-0.5	-12
CC(C)CCNC(=O)CN(C)S(=O)(=O)c1cccc2nsnc12	52	0.1	-42
COc1ccc(S(=O)(=O)Nc2ccccn2)cc1C(=O)Nc1ccccc1	19	0.2	3
CCC1(C)Cc2nc(Cl)c(C#N)cc2CO1 (stereo not drawn)	8	0.2	-20
CCOc1cc(S(=O)(=O)NCc2ccccn2)c(C)cc1C	15	-0.5	-16
c1csc(CNc2ncnc3ccc(-c4ccc5c(c4)OCCO5)cc23)c1	22	1.1	-18
CCC(=O)N1c2ccc(S(=O)(=O)CCC(=O)N3CCn4c3nc3ccccc34)cc2CC1C (stereo not drawn)	12	0.5	-31
O=C(Cn1c(=O)oc2ccccc21)NC(=O)NCc1ccccc1	-12	-0.8	-16
CCOc1ccc(-c2nc(CS(=O)(=O)CC(=O)NCc3ccc(F)cc3)c(C)o2)cc1	-9	0.7	-29
Nc1nonc1-c1nc2ccccc2n1CCC(=O)O	7	0.8	-1
O=C(Nc1ccc2c(c1)CCC2)c1cc(S(=O)(=O)N2CCN(c3ccccc3)CC2)ccc1Cl	5	0.7	3
O=C(Nc1cccnc1)Nc1ccc2c(c1)OCO2	11	0.3	1
COc1ccc(O)c(C(=O)c2cnn(C(=O)c3cccc(N(C)C)c3)c2)c1	5	0.5	-9
CCOc1cccc(NC(=O)C2CCCN(S(=O)(=O)c3ccc(OC)cc3)C2)c1 (stereo not drawn)	44	-1.7	5
O=C(CCCCCN1C(=O)c2ccccc2C1=O)Oc1ccc2c3c(c(=O)oc2c1)CCC3	16	-4.9	-10
O=C(C1CCN(S(=O)(=O)c2cccc3nsnc23)CC1)N1CC=C(c2ccccc2)CC1	28	-1.6	-1
COc1ccc(S(=O)(=O)NC(CCSC)C(=O)NC2CCCCC2)cc1 (stereo not drawn)	12	-0.9	-16
CCOc1cc(CNc2ncn[nH]2)ccc1OCC(=O)NC(C)(C)C	3	-1.1	-7
CCn1c(-c2ccccc2Cl)nn(CC(=O)NCCc2ccccc2)c1=S	26	0.4	-22
CCOC(=O)c1c(C)[nH]c(C(=O)NNC(=O)c2ccc(Br)cc2)c1C	0	-0.5	-21
Cc1ccc(S(=O)(=O)NCC2CCC(C(=O)NCc3cccs3)CC2)cc1 (stereo not drawn)	32	-2.7	-4
c1nc(NC2CCCCC2)c2[nH]cnc2n1	2	6.6	-6
O=C1CN(C(=O)c2c(F)cccc2F)C(c2ccc(F)cc2)c2cc(Br)ccc2N1 (stereo not drawn)	19	-1.2	-21
C#CCOCCOCCOCCNc1nc(N2CCN(C(=O)[C@H](CCC(=O)O)n3cc(CN)nn3)CC2)nc(N2CCN(C(=O)[C@H](CCCN=C(N)N)n3cc(C(N)[C@@H](C)CC)nn3)CC2)n1 (stereo partly drawn)	-5	0.1	-18
CC1Oc2ccccc2C=C1C1/C(=C(/O)c2ccccc2)C(=O)C(=O)N1CCCN(C)C (stereo not drawn)	19	1.2	-5
O=C(c1cc([N+](=O)[O-])cc([N+](=O)[O-])c1)N(Cc1nnc(-c2ccccc2Cl)o1)C1CC1	28	-1.0	-33
O=C(COC(=O)c1cc(S(=O)(=O)N2CCOCC2)ccc1F)NCCc1ccc(F)cc1	6	0.0	-21
O=[N+]([O-])/C=C\c1ccc(N2CCOCC2)cc1	26	-0.2	-11
CC1CCCCN1S(=O)(=O)c1ccc(S(=O)(=O)N2CCCC2)cc1 (stereo not drawn)	22	1.0	-12
CC(=O)c1cccc(NC(=O)COC(=O)CCNS(=O)(=O)c2ccccc2)c1	10	-0.9	-4
O=C(N/N=C/c1ccccc1C(=O)O)c1ccccc1Br	9	-4.0	-22
CCOC(=O)C1=C(N)Oc2c(oc(CO)cc2=O)C1c1c(F)cccc1Cl (stereo not drawn)	9	-2.0	-19
O=C(Oc1ccc(Cl)c2cccnc12)N1CCCCCC1	21	-1.2	-34
CN(C)C(=O)CCC(=O)N(C)CC1CCCN(CCc2ccc(F)cc2)C1 (stereo not drawn)	11	-1.1	-20
O=c1nc(N(c2ccccc2)c2ccccc2)[nH]c(=O)[nH]1	8	-2.5	-5
Cc1ccccc1OCCNC(=O)c1ccc2ccccc2n1	3	-1.2	-22
Cc1nn2c(NCCCN(C)C)c3c(nc2c1-c1ccccc1)CCCC3	4	-0.6	-19
c1ccc(-c2c3ccccc3nc3[nH]c4ccccc4c23)cc1	14	-0.3	-76
CCOC(=O)C(Cc1ccccc1)NC(=O)CCc1nnc2ccc(N3CCOCC3)nn12 (stereo not drawn)	3	-1.6	-10
Cc1ccc(S(=O)(=O)N2CCN(S(=O)(=O)N3CCOCC3)CC2)cc1C	6	0.2	-5
O=C(Nc1cccc(C(F)(F)F)c1)Oc1ccc(Cl)c2cccnc12	23	1.2	34
COc1ccc(CNC(=O)/C(C#N)=C2\N=C(NC(=O)c3cccs3)c3ccccc32)cc1	11	0.0	-13
O=C1c2cccnc2C(=O)N1Cc1cccs1	12	-0.7	4
Cc1ccc(C(C)C)cc1OCCn1cncn1	0	-0.8	-10
O=C(Cc1n[nH]c(=O)c2ccccc12)NCc1ccccn1	11	1.9	-6
COc1cccc(OCC(=O)N(C)Cc2nc(-c3cccc(C)c3)no2)c1	22	0.2	-19
CN1CCN(CCCNC(=O)CCN2C(=O)COc3ccccc32)CC1	15	-1.6	-13
COc1cc(CNCC(O)c2ccccc2)ccc1OCc1ccc(Cl)nc1 (stereo not drawn)	5	0.4	-15
CC(=O)c1sc(NC(=O)CCN2C(=O)C3CC=CCC3C2=O)nc1-c1ccccc1 (stereo not drawn)	3	3.3	-13
CN(C)Cc1cccc([N+](=O)[O-])c1O	17	-2.1	7

Next part
SMILES	OX1R antag-1	STK33 kinase inh	OX1R antag-2
CCn1c(C)nc2cc(C(=O)NNC(=O)c3ccc(Cl)nc3)ccc21	10	-0.4	-14
CC(C)(C)[C@H]1COC(=O)[C@@H](Cc2ccc(F)cc2)C/C=C\C[C@@H](CC(=O)N[C@H](CO)Cc2ccccc2)C(=O)N1	8	-1.2	-31
Cc1ccc(C(=O)N2CCN(c3ccc(C(F)(F)F)cn3)CC2)c(C)c1	27	-0.4	-9
O=S(=O)(NCCc1ccncc1)c1ccccc1	-4	-0.7	-1
COCCNC(=O)c1ccccc1NC(=O)Cc1ccccc1[N+](=O)[O-]	18	-0.8	-19
CCN(CC)c1ncnc2c1sc1nc(C)cc(C)c12	16	3.4	-37
Cc1cc(C(=O)OCC(=O)N(C)c2ccccc2)ccc1[N+](=O)[O-]	26	-0.7	-22
Cc1ccc(NC(=O)CN(C)C(=O)c2ccc(Br)o2)cc1	26	-1.5	-1
Cc1cc(N(C)C)ccc1N=Nc1ccc(N)cc1	5	-0.8	-10
COc1cccc(OCCOc2ccccc2OC(C)C)c1	28	0.1	-21
O=C1CN(c2ccccc2)C(=O)N1	0	-1.0	-3
COc1ccccc1N1CCN(C2CCCN(C(=O)CN3CCCCC3=O)C2)CC1 (stereo not drawn)	13	-1.6	-5
CCOC(=O)c1oc2ccccc2c1CSc1nnnn1-c1ccccc1	38	-0.9	-9
C=CCn1c(SCc2c(C)noc2C)nc2sc3c(c2c1=O)CCCCC3	8	-0.1	-27
C=CCNc1nc(Nc2ccc(OC)cc2)nc(OCC)n1	9	2.7	-34
COc1cc(C2SCCS2)cc(Br)c1Oc1ncccc1[N+](=O)[O-]	24	-1.4	4
COc1ccc(C)cc1S(=O)(=O)NC1CC1	0	5.1	-11
COCCCNC(=S)N1CCN(c2nc(-c3ccc(F)cc3)cs2)CC1	24	-0.2	-7
Cc1ccc(OCc2cc(C(=O)N(CCO)Cc3cccs3)no2)cc1C	12	-1.2	-11
Cc1ccc(OCCCC(=O)Nc2ccc3c(c2)OCO3)cc1	5	-0.9	-11

Whole records, quoted from the list. Order of values: OX1R antag-1, STK33 kinase inh, OX1R antag-2
Entry for CCOC(=O)c1oc2ccccc2c1CSc1nnnn1-c1ccccc1 = 38, -0.9, -9
Entry for CS(=O)(=O)N1N=C(c2ccco2)CC1c1ccco1 (stereo not drawn) = -2, -0.5, -12
Entry for CCn1c(C)nc2cc(C(=O)NNC(=O)c3ccc(Cl)nc3)ccc21 = 10, -0.4, -14
Entry for O=C(Oc1ccc(Cl)c2cccnc12)N1CCCCCC1 = 21, -1.2, -34

Next section:
SMILES	OX1R antag-1	STK33 kinase inh	OX1R antag-2
COc1ccc(/C=C/c2ccncc2)c2ccccc12	16	-0.5	-31
CCC(C)(C)NC(=O)CN(C(=O)c1csnn1)c1ccccc1-c1ccccc1	87*	-0.3	72*
CN(C(=O)COC(=O)c1cc2ccccc2cc1O)C1CCCCC1	4	-0.1	-4
CC(=O)Nc1nc(-c2ccc([N+](=O)[O-])cc2)cs1	23	-3.6	0
Cc1cc(C)cc(NC(=O)CSCc2cc(=O)n3ccsc3n2)c1	0	1.4	-19
O=C(C1=C[C@@H](c2ccccc2)C[C@@H](OCCCCO)O1)N1CCN(Cc2ccc3c(c2)OCO3)CC1	23	-0.2	-41
O=C1NC(c2ccc(Br)cc2)Nc2ccccc21 (stereo not drawn)	3	x	-4
CCOC(=O)c1ccccc1Nc1cn(C(C)=O)c2ccccc12	2	5.8	-10
COc1cc(/C=C/C(=O)NC(C)C2CC3CCC2C3)cc(OC)c1OC (stereo not drawn)	19	0.7	-18
CCOC(=O)N1CCN(C(=O)C(=O)Nc2sc3c(c2C#N)CC(C)(C)OC3)CC1	9	-0.3	-16
CC1CC(C)CN(C(=O)COC(=O)c2nccnc2N)C1 (stereo not drawn)	7	0.7	3
COc1c(C)cc(S(=O)(=O)NCc2ccco2)c(C)c1C	5	-2.7	-12
C=CCN1N=C(c2ccc(NC(=O)c3ccccc3)cc2)CSC1=O	9	-1.0	-9
CS(=O)(=O)N(CC(=O)Nc1c(F)cccc1F)c1ccc(C23CC4CC(CC(C4)C2)C3)cc1	19	-0.8	2
O=C(CCl)NC(Cc1c[nH]c2ccc(OCc3ccccc3)cc12)C(=O)O (stereo not drawn)	-2	-1.9	-5
COc1ccc(CC(=O)N[C@@H](CCSC)c2nc3ccccc3[nH]2)cc1	33	0.6	-17
C[C@]12CC[C@@H]3c4ccc(OC(=O)c5ccccc5)cc4CC[C@H]3[C@@H]1CC[C@@H]2O	10	-2.5	2
CCC(Oc1ccccc1)C(=O)Nc1ncc([N+](=O)[O-])s1 (stereo not drawn)	79*	0.1	3
O=C(CN1C(=O)NC2(CCCCC2)C1=O)NCCc1ccccc1	5	0.6	-2
COc1ccc([N+](=O)[O-])cc1NC(=O)C(C)OC(=O)CC1CCCC1 (stereo not drawn)	15	1.1	-14

Looked up by compound from the list above, four records:
SMILES	OX1R antag-1	STK33 kinase inh	OX1R antag-2
CCOC(=O)c1ccccc1Nc1cn(C(C)=O)c2ccccc12	2	5.8	-10
CCC(Oc1ccccc1)C(=O)Nc1ncc([N+](=O)[O-])s1 (stereo not drawn)	79*	0.1	3
CS(=O)(=O)N(CC(=O)Nc1c(F)cccc1F)c1ccc(C23CC4CC(CC(C4)C2)C3)cc1	19	-0.8	2
COc1ccc(CC(=O)N[C@@H](CCSC)c2nc3ccccc3[nH]2)cc1	33	0.6	-17

More compounds
SMILES	OX1R antag-1	STK33 kinase inh	OX1R antag-2
Cc1nn(Cc2ccccc2Cl)c(C)c1C(=O)Nc1nnc(C2CC2)s1	20	-0.2	-22
CC(=O)Oc1ccc(OC(C)=O)c(S(=O)(=O)c2ccc(C)c(C)c2)c1	-10	-2.2	7
CC1CCCC(C)N1/N=C/c1ccc([N+](=O)[O-])cc1 (stereo not drawn)	7	-0.9	-21
O=C(CN1C(=O)S/C(=C\C=C\c2ccccc2)C1=O)Nc1ccc(O)cc1	7	-1.0	17
Cn1ncc(-c2ccno2)c1C(=O)O	20	-0.7	2
CS(=O)(=O)N(CC(=O)N1CCN(C(c2ccccc2)c2ccccc2)CC1)C1CCCCC1	11	-1.6	-32
Cc1ccc2nc(Cl)c(/C=N/NC(=O)c3ccccc3O)cc2c1	34	0.3	-5
Cc1cccc(NC(=S)N2CCN(Cc3ccc4c(c3)OCO4)CC2)c1C	9	-0.9	-18
CC1CN(S(=O)(=O)c2cccc(-c3csc(-c4ccccc4)n3)c2)CC(C)O1 (stereo not drawn)	25	-0.6	-28
CCOC(=O)N1CCN(CC(O)c2ccc3c(c2)CCN3)CC1 (stereo not drawn)	3	-0.3	-26

Screening data (PubChem)

Random draw from the library; any-hit rate near 2.2%.
